Source: PubChem (National Center for Advancing Translational Sciences (NCATS))
GLP1R inv ag: GLP-1 receptor (human) inverse agonism. P43220. HEK293 GLP-1R CRE-luciferase, luminescence, 24 h; GLP-1R form is constitutively active. Potency, µM (series often up to 38.3 µM), inactives show at the highest dose activity change, negative = inhibition, actives largely listed as inhibitors. 410,000 compounds, 1.6% hits; note: potency is the fitted concentration of half-maximal effect; % is set by controls: 0 for no effect and ±100 for the full control effect; nearly all actives have a fitted effect of over 55% in size
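Readout was luciferase luminescence, measured 12 min after detection reagent at room temperature. Beforehand, GLP-1R reporter HEK293 cells had sat 12 h, then received compounds for 24 hr at 37 deg C.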
TDP-43 yeast inh: TDP-43 toxicity inhibition in yeast. 410,000 compounds, 1.8% hits. TDP-43 expressing yeast growth rescue, BacTiter-Glo, 24 h. Potency, µM (titrated, usually from 46.1 µM), without a hit: at the highest dose growth rescue (activation), usual class: activators; note: potency is the fitted concentration of half-maximal effect; % of control where 0% means no effect; nearly all actives have a fitted effect of over 50% in size
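Readout is BacTiter-Glo luminescence of cell growth, so inhibitors register as activators. TDP-43-expressing yeast at OD600=0.02 in galactose medium, after raffinose pregrowth to mid-log, were incubated with compound for 24 hr at 30 deg C.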
KB-V1 MDR tox: KB-V1 MDR subline cytotoxicity; 400,000 compounds, 3.4% hits; AID 1347076; Potency, µM (titrated, usually from 46.1 µM), without a hit: top-dose activity change, negative = cytotoxicity, most hits filed as cytotoxic; KB-V1 MDR cells viability, CellTiter-Glo, 72 h; note: potency is the fitted concentration of half-maximal effect; % is set by controls: 0 for no effect and ±100 for the full control effect; nearly all actives have a fitted effect of over 60% in size
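KB-V1 MDR subline cells in DMEM (phenol-red free, 10% FBS) exposed to compounds in qHTS concentration series for 72 h at 37 degrees C. Viability read by CellTiter-Glo luminescence; concentration-effect curves fitted after normalization and correction.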
PTHR1 ag: activates the human parathyroid hormone receptor PTHR1; AID 743266; 410,000 compounds, 0.075% hits; Potency, µM (series often up to 115 µM), without a hit: at the highest dose activation, usual class: activators; HEK293 GP2 PTHR1 cells, GloSensor cAMP luminescence, 1 h; note: potency is the fitted concentration of half-maximal effect; nearly all actives have a fitted effect of over 55% in size; some results filed as inactive show a strong effect at the top dose; inactives centre near -15; many of its hits are not listed in these tables
Target sequence (Q03431 whole entry, looked up): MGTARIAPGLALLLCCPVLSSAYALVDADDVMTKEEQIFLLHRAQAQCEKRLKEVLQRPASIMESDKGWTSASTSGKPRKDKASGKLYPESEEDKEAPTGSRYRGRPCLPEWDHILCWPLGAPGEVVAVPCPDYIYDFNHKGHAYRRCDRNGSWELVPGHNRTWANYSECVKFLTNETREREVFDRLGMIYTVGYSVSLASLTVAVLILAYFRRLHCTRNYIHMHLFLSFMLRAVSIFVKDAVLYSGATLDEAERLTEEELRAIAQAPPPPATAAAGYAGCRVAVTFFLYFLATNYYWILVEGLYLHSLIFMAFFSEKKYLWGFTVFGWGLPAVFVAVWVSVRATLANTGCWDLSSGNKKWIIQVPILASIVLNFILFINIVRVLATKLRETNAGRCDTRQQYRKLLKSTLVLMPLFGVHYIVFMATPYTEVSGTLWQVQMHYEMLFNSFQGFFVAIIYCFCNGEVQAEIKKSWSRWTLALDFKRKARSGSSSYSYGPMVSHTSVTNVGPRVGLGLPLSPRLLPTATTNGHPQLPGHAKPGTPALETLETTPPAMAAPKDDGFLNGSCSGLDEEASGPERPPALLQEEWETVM
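HEK-293-derived GP2 cells expressing PTHR1 and a GloSensor cAMP reporter, 3,000/well, plated overnight, given luciferin plus IBMX (each 0.5 mM as added) for 1 h at 37 °C, then compound for 1 h at 37 °C. Luminescence was read after 15 min at room temperature.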
D3 ag: activates the human D3 dopamine receptor | P35462 | 410,000 compounds, 0.58% hits | max activation, % | AID 652048 | D3R DiscoveRx beta-arrestin cells, luminescence, 90 min; in the data active = max activation above about 30%; note: 0% is about no effect; mostly tested at two doses, the higher about 12 µM
Target sequence (P35462 whole entry, looked up): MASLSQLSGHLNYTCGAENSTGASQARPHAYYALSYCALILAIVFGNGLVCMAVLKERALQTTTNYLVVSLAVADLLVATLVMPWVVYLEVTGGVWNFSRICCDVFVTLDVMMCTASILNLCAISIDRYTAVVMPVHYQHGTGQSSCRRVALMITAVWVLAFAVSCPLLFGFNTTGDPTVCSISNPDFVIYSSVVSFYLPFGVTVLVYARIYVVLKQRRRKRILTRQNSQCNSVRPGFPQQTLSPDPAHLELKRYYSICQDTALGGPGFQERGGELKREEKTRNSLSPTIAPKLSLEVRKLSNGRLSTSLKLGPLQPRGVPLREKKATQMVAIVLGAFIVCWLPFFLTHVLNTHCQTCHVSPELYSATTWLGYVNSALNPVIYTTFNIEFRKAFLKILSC
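Agonist-mode cell screen: cells plated at 1500/well and incubated overnight at 37 °C, then exposed to library compounds for 90 min at 37 °C. Detection reagent was added for 30–60 min at room temperature, and luminescence was read.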
DRD3 antagonist: blocks the human D3 dopamine receptor | max response, negative = inhibition, % | D3R cells, DiscoveRx beta-arrestin luminescence, antagonist mode; hits give low values | AID 652054 | 360,000 compounds, 2.5% hits | P35462; in the data active = max response below about -50%; inconclusive = no clear call, values can overlap the other calls; note: % is set by controls: 0 for no effect and ±100 for the full control effect; mostly tested at two doses, the higher about 12 µM
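Cells plated overnight at 1500 cells/well, then exposed to library compounds with dopamine controls for 90 minutes at 37 degrees C. DiscoveRx reagent added for 30–60 minutes at room temperature; luminescence read, quantitative HTS format.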
GLP1R ag: activates the human GLP-1 receptor | P43220 | AID 624172 | 380,000 compounds, 0.007% hits | HEK293 GLP-1R CRE-luciferase, luminescence, 4-6 h; cells express a hypersensitive GLP-1R form | Potency, µM (highest dose often 45.6 µM), for inactives: top-dose activation, most hits filed as activators; note: potency is the fitted concentration of half-maximal effect; % of control where 0% means no effect
aSyn rescue: rescues yeast growth from alpha-synuclein toxicity; 370,000 compounds, 0.14% hits; Potency, µM (series often up to 46.1 µM), inactives show at the top dose growth rescue (activation), actives largely listed as activators; AID 652106; Yeast expressing alpha-synuclein, growth rescue, BacTiter-Glo, 24 h; note: potency is the fitted concentration of half-maximal effect; % of control where 0% means no effect; nearly all actives have a fitted effect of over 65% in size
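Readout is rescue of growth in alpha-synuclein-expressing yeast, so inhibitors of toxicity appear as activators. Growth after 24 hr at 30 deg C in galactose medium is quantified by luminescence.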
HEK293 tox: cytotoxicity in counter-screen for GLP-1R inverse agonists | HEK293 cAMP-luciferase reporter cells, luminescence, 24 h | Potency, µM (titrated, usually from 38.3 µM), inactives show at the highest dose activity change, negative = inhibition, usual class: inhibitors | 410,000 compounds, 0.13% hits | AID 624418;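 note: loss of luciferase light is scored as toxicity; potency is the fitted concentration of half-maximal effect; % is set by controls: 0 for no effect and ±100 for the full control effect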
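Quantitative HTS format, 1536 wells, 200 cells/uL seeded. Compounds: 23 nL, 24 h, 37 °C. Detection: luciferase reagent, luminescence at 12 min RT; decreased signal taken as cytotoxic.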
The depositor's hits bear a star; i = inactive; u = inconclusive; x = not tested or not shown; [ ] = another dose, or the depositor's remark. Unless noted, calls come from the whole dose curve; as a rule, active = well fitted curve in the direction sought with a large enough effect; inconclusive = small, poorly fitted or top-dose-only effect, or another doubt; inactive = no such curve, though single readings can be large; an effect the other way counts as inactive or inconclusive.

SMILES	GLP1R inv ag	TDP-43 yeast inh	KB-V1 MDR tox	PTHR1 ag	D3 ag	DRD3 antagonist	GLP1R ag	aSyn rescue	HEK293 tox
O=C(COC(=O)c1ccc(NS(=O)(=O)c2cccs2)cc1)NCC1CCCO1 (stereo not given)	9%	-23%	-7%	-7%	-5	-10	0%	1%	7%
c1ccc(C2=Nc3cccc4cccc(c34)N2)cc1	1%	-33%[inhibitor]	15%	-16%	-5	-22	-30%	0%	-12%
Cc1cc(C)cc(NC(=O)C(Sc2nnc(C)c(=O)[nH]2)c2ccccc2)c1 (stereo not given)	3%	2%	7%	i	-9	-23	8%	-6%	6%
CCn1c(=O)n(CC)c2cc(N3CCCC3)c(NC(=O)c3cccc(C)c3)cc21	18%	2%	5%	0%	8	16	7%	-2%	-26%
CC(=O)Nc1sc(N/N=C\c2ccccc2Cl)nc1-c1cccs1	u	9%	u	-63%[inhibitor]	-2	-6	-13%	0%	-6%[1.53 µM]
COc1ccc(C(=O)C(=O)N2CCC(c3ccccc3)CC2)cn1	11%	27%	u	-7%	-8	-9	x	16µM*	1%
CCOC(=O)NC(=O)/C(C#N)=N\Nc1ccc(Cl)cc1	3%	-4%	18%	-13%	1	8	-19%	-1%	1%
CC1Cc2nc(SCC(=O)NCc3ccco3)n(Cc3ccccc3)c(=O)c2S1 (stereo not given)	-6%	0%	-5%	-13%	-5	-10	-5%	1%	-13%
COCCCNC(=O)/C=C1\Sc2ccccc2N(Cc2ccccc2F)C1=O	-9%	0%	-22%	-15%	-3	-18	4%	-4%	22%
O=c1oc(-c2ccc(F)cc2)nc2ccsc12	14%	3%	10%	-17%[57.5 µM]	-2	-21	-11%	10%	7%
COc1ccccc1/C=C/C(=O)Nc1cccc(S(=O)(=O)N2CCOCC2)c1	-25%	5%	9%	-14%	1	11	1%	7%	-28%
CCOc1ccc(S(=O)(=O)Nc2cccc(C(=O)N3CC(C)OC(C)C3)c2)cc1 (stereo not given)	-3%	0%	8%	i	4	5	-2%	-1%	1%
CC(=O)N1CCc2cc(S(=O)(=O)NC(C(=O)NC3CCCc4ccccc43)C(C)C)ccc21 (stereo not given)	26%	0%	-1%	i	7	3	-8%	6%	-16%
CCN(CC)C(=O)Nc1ccc2c(c1)N(Cc1ccccc1)C(=O)c1ccccc1S2	14%	-1%	x	-14%	-10	x	x	x	3%
CCCCn1c(N)c(N(CC(C)C)C(=O)c2ccc([N+](=O)[O-])o2)c(=O)[nH]c1=O	-17%	26%	20%	i	-1	17	5%	1%	7%
Cc1ccccc1C1C(=O)c2ccccc2C1=O	2%	u	6%	i	2	7	-3%	-1%	3%
Cc1ccc(CC(=O)O/N=C(\N)c2ccncc2)cc1	57%[activator]	6%	u	19%	9	20	-6%	5%	12%
N#Cc1cc2c(nc1SCC(N)=O)CCCCC2	8%	12%	u	i	1	6	1%	2%	-6%
CC(C)[C@H](NC(=O)C1CC(=O)N(c2ccc(F)cc2)C1)C(=O)N1CCCCC1 (stereo not given in full)	-19%	u	-19%	-5%	5	7	-5%	9%	-11%
CN(C(=O)COC(=O)c1ccccc1NC(=O)c1ccco1)C1CCS(=O)(=O)C1 (stereo not given)	10%	8%	3%	i	1	11	3%	3%	-2%

A stretch taken from the entries so far, as a working copy:
SMILES	GLP1R inv ag	TDP-43 yeast inh	KB-V1 MDR tox	PTHR1 ag	D3 ag	DRD3 antagonist	GLP1R ag	aSyn rescue	HEK293 tox
Cc1ccc(CC(=O)O/N=C(\N)c2ccncc2)cc1	57%[activator]	6%	u	19%	9	20	-6%	5%	12%
N#Cc1cc2c(nc1SCC(N)=O)CCCCC2	8%	12%	u	i	1	6	1%	2%	-6%

Additional entries:
SMILES	GLP1R inv ag	TDP-43 yeast inh	KB-V1 MDR tox	PTHR1 ag	D3 ag	DRD3 antagonist	GLP1R ag	aSyn rescue	HEK293 tox
COc1cc(NC(=O)Cn2c(SCc3ccc(F)cc3)nc3cccnc32)cc(OC)c1	12%	-7%	x	5%	-3	x	x	x	1%
CC(=O)NCC(=O)N(C)C(C(=O)Nc1ccc(C(C)C)cc1)c1ccccc1 (stereo not given)	u	3%	-2%	i	-2	15	11%	3%	0%
COC(C(=O)Nc1ccc(S(=O)(=O)Nc2cccc3ccccc23)cc1)c1ccccc1 (stereo not given)	u	-2%	18µM*	i	-4	-6	-25%	u	-3%
O=C(CN1CCCC1)Nc1ccc(F)cc1	-2%	-11%	11%	-1%	-11	-13	0%	-1%	6%
CC(C)c1ccc(CNCCSc2nnnn2-c2ccccc2)cc1	-12%	-3%	-7%	i	-22	x	x	x	-6%
CCc1ccc(-n2cnc3cc(C(=O)NCC(OC)OC)ccc32)cc1	8%	17%	-11%	i	1	-12	10%	-4%	-14%
Cc1ccc(-n2ncc3c2CC(C)(C)CC3NC(=O)CCCN2CCCCC2=O)cc1 (stereo not given)	-37%	16%	1%	i	4	-15	4%	-7%	-14%
CCCCCCOC(=O)C(C#N)c1nc2ccccc2nc1N1CCCCC1 (stereo not given)	0%	24%	-18%	-27%	-6	-22	-2%	-1%	49%[activator]
O=C(CSc1ccc2nnc(-c3cccs3)n2n1)N1CCCC1	17%	-22%	-7%	-68%[inhibitor]	4	5	0%	3%	-1%
O=C(CCn1c(=O)[nH]c2ccsc2c1=O)N1CCN(c2cccc(Cl)c2)CC1	u	-6%	2%	-4%[57.5 µM]	0	14	-5%	-7%	-17%
CN1C(=O)C(CC(=O)Nc2ccc(F)cc2)N(CCCc2ccccc2)C1=S (stereo not given)	u	8%	u	-77%[inhibitor][57.5 µM]	-7	0	-12%	u	-25%
Cc1cccc(NC(=O)Cn2c(=O)n(CC3CCC(C(=O)NCCc4ccccc4)CC3)c(=O)c3ccccc32)c1 (stereo not given)	6%	19%	-2%	-63%[inhibitor]	7	x	1%	x	5%
CCOC(=O)CN1CC23C=CC(O2)C(C(=O)NCc2cccs2)C3C1=O (stereo not given)	5%	14%	12%	i	3	1	5%	0%	-2%
COc1cccc(NC(=O)CSc2nc3c([nH]c4ccccc43)c(=O)n2-c2cccc(Cl)c2)c1	-4%	5%	x	-31%[inhibitor]	-8	x	x	x	-21%
O=C(NCc1nnc2c(C(F)(F)F)cc(Cl)cn12)c1cccnc1	10%	3%	5%	i	4	-2	-4%	-10%	2%
O=[N+]([O-])c1ccccc1/C=N/NC1=NS(=O)(=O)c2ccccc21	6%	-16%[0.397 µM]	-2%	1%	-5	-11	-3%	0%	-4%
Cc1ccc(S(=O)(=O)N(c2nc(NC(C)C)nc(NC(C)C)n2)n2cnnc2)cc1	u	18%	u	i	0	20	4%	-11%	-16%
CCc1ccc(C(=O)NNC(=O)c2cccc(N3C(=O)CCC3=O)c2)cc1	-3%	-8%	6%	-11%	-10	-14	-10%	-5%	-3%
CN(c1ccccc1)S(=O)(=O)c1cccc(C(=O)NCCc2c[nH]c3ccccc23)c1	8.9µM*	1%	0%	-9%	4	2	-1%	0%	-14%
COc1cccc(-c2cc(C(=O)NCC3CCCO3)c3ccccc3n2)c1 (stereo not given)	12%	0%	12µM*	i	5	14	23%	8%	-9%
Cc1cc(C)c(/C=N/NC(=O)c2nnn(-c3nonc3N)c2CN2CCC(C)CC2)c(C)c1	u	-8%	u	-6%	3	19	11%	4%	-7%
Cc1cc(C)nc(SCC(=O)Nc2nc(-c3ccccc3)c(-c3ccccc3)o2)n1	u	6%	-15%	-27%	33*	43	-5%	-13%	-16%
COc1ccc(NC(=O)c2ccc(-c3c(C)noc3C)c3ccoc23)cc1	u	u	-15%	-60%[inhibitor]	0	14	12%	3%	-11%
CN(Cc1ccc(C(F)(F)F)cc1)C(=O)[C@H]1O[C@@H](n2ccc(=O)[nH]c2=O)[C@H](O)[C@@H]1O	1%	24%	0%	-13%	4	1	14%	0%	0%
CC12CCCc3c(O)cc(=O)n(c31)-c1ccccc12 (stereo not given)	47%[activator]	6%	u	i	-16	8	12%	-1%	2%
Cc1ccccc1Cn1cc(NC(=O)c2cc3nc(-c4ccco4)cc(C(F)(F)F)n3n2)cn1	u	8%	0%	i	5	0	-5%	-2%	151%[activator]

Individual results from the results shown:
`CN(Cc1ccc(C(F)(F)F)cc1)C(=O)[C@H]1O[C@@H](n2ccc(=O)[nH]c2=O)[C@H](O)[C@@H]1O` in GLP1R inv ag reads 1%
`COc1ccc(NC(=O)c2ccc(-c3c(C)noc3C)c3ccoc23)cc1` in KB-V1 MDR tox reads -15%

In the list so far, 6 contain an aryl methoxy group:
SMILES	GLP1R inv ag	TDP-43 yeast inh	KB-V1 MDR tox	PTHR1 ag	D3 ag	DRD3 antagonist	GLP1R ag	aSyn rescue	HEK293 tox
COc1ccc(C(=O)C(=O)N2CCC(c3ccccc3)CC2)cn1	11%	27%	u	-7%	-8	-9	x	16µM*	1%
COc1ccccc1/C=C/C(=O)Nc1cccc(S(=O)(=O)N2CCOCC2)c1	-25%	5%	9%	-14%	1	11	1%	7%	-28%
COc1cc(NC(=O)Cn2c(SCc3ccc(F)cc3)nc3cccnc32)cc(OC)c1	12%	-7%	x	5%	-3	x	x	x	1%
COc1cccc(NC(=O)CSc2nc3c([nH]c4ccccc43)c(=O)n2-c2cccc(Cl)c2)c1	-4%	5%	x	-31%[inhibitor]	-8	x	x	x	-21%
COc1cccc(-c2cc(C(=O)NCC3CCCO3)c3ccccc3n2)c1 (stereo not given)	12%	0%	12µM*	i	5	14	23%	8%	-9%
COc1ccc(NC(=O)c2ccc(-c3c(C)noc3C)c3ccoc23)cc1	u	u	-15%	-60%[inhibitor]	0	14	12%	3%	-11%

The list is partial. The share of hits here may be higher or lower than overall.
